Yeast growth tox: Inhibitors of S. cerevisiae growth, toxicity | S. cerevisiae wild-type growth, A595 turbidity, 16 h | growth inhibition, % at 25 µM (by protocol) | 0.3% of 30,000 active | AID 685;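 active = mutant and wild-type yeast strains alike exhibit over 30% growth inhibition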;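 note: 0% = untreated cell controls and 100% = YPD media blanks without cells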
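System: S. cerevisiae wild-type or eIF2Bepsilon-R284H mutant strain; times: 16 h growth with compound, 30 °C; signal: absorbance at 595 nm (turbidity); measure: growth inhibition (%) versus cell controls and blanks; compound: 25 µM single dose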
eIF2B yeast act: eIF2B (yeast) activity modulation. inhibition, % at 25 µM (by protocol). AID 688. S. cerevisiae eIF2B-epsilon R284H, GCN4-lacZ luminescence. 0.91% of 27,000 active;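 active = mutant luminescence inhibited past about 50% while wild type luminescence and mutant growth stay under set limits, limit read from the data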; note: some compounds called inactive have numbers as strong as hits
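Times: 16 h growth with compound at 30 °C, 90 min Beta-Glo step; Assay system: yeast eIF2B-epsilon R284H mutant carrying GCN4–beta-galactosidase fusion; Measure: % inhibition of reporter signal and growth versus controls; Dosing: one concentration, 25 µM, 0.25% DMSO; Buffer or medium: YPD yeast growth medium; Measured by: Beta-Glo luminescence plus absorbance at 595 nm.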
Yeast growth tox inhibition %: recorded beside Yeast growth tox, whose call it bears; growth inhibition, %; S. cerevisiae eIF2Bepsilon-R284H mutant growth, A595 turbidity, 16 h;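 each compound tested once at 25 µM; 0% equals untreated cells and 100% equals cell-free medium blanks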
eIF2B yeast act mutant toxicity: also measured in eIF2B yeast act; calls as there; growth inhibition, %; measured here: mutant yeast growth, toxicity;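 each compound tested once at 25 µM; zero equals untreated control growth and 100 equals blank medium absorbance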
Numbers without * were called inactive; · = no result given. Not all compounds are listed; rates above refer to the full screens.

SMILES	Yeast growth tox	Yeast growth tox inhibition %	eIF2B yeast act	eIF2B yeast act mutant toxicity
O=C(CSc1ccc2ccccc2n1)c1ccc2c(c1)OCO2	18	17	11	17
CC(C)C(=O)Nc1cccc(C(=O)N2CCCCC2C)c1 (stereo unspecified)	14	12	14	12
Nn1c(SCC(=O)N2CCCc3ccccc32)nnc1-c1ccc(Cl)cc1	-3	-18	16	-18
CCCCCn1c(=O)[nH]c2cc(C(=O)O)ccc2c1=O	-19	-18	3	-18
COc1ccc2nc(SCC(=O)c3ccco3)[nH]c2c1	20	25	16	25
Cc1ccc(C(=O)Nc2ccc3c(c2)CCC3)o1	27	-15	20	-15
Cc1ccc(-c2cc(C(=O)NCCCn3ccnc3)c3cc(Br)ccc3n2)o1	-16	-3	9	-3
Cc1cc(C)c(C#N)c(=N)o1	2	-4	25	-4
Cc1cccc(CN2CCCC(C(=O)N3CCc4ccccc4C3)C2)c1 (stereo unspecified)	19	5	18	5
CCOC(=O)N1CCC(N2CCN(S(=O)(=O)c3ccc(C)cc3)CC2)CC1	3	5	·	·
CC(=O)C1=C(C)OC(N)=C(C#N)C1c1ccco1 (stereo unspecified)	5	17	18	17
CC(=O)Nc1ccccc1-c1nnc(SCc2ccccc2Cl)[nH]c1=O	13	5	9	5
O=C(Nc1cc(Cl)ccc1Cl)C1CC(=O)N(c2ccc(Br)cc2)C1 (stereo unspecified)	-6	-8	13	-8
CCCCOc1ncnc2c1[nH]c1ccc(OC)cc12	-4	-7	38	-7
Cc1[nH]nc2c1C1(C(=O)Nc3ccc([N+](=O)[O-])cc31)C(C#N)=C(N)O2 (stereo unspecified)	40	-10	24	-10
COCCSc1ccccc1C(=O)NCC1CCCO1 (stereo unspecified)	-2	-8	4	-8
CN(C)C=NC(=O)/C(C#N)=C1\CCc2ccccc2N1	-6	11	20	11
Cc1ccc2nc(Nc3nc(CSc4nnnn4-c4ccccc4)cc(=O)[nH]3)nc(C)c2c1	-4	11	35	11
CCC(C(=O)Nc1ccccc1C(=O)N1CCCC1)N1C(=O)c2ccccc2C1=O (stereo unspecified)	18	0	2	·
O=C(CCCN1C(=O)c2ccccc2C1=O)Nc1c2c(nc3c1CCC3)CCC2	-14	-8	6	-8
O=C(O)Cn1cnc2scc(-c3cccs3)c2c1=O	0	-23	15	-23
CCOc1cc(C(=O)Nc2ncccn2)cc(OCC)c1OCC	22	3	13	3
Cc1ccc(NC(=O)N2CCC(O)(c3cccnc3)CC2)cc1	7	13	17	13
CC(CNC(=O)C1CCCCC1C(=O)O)c1ccccc1 (stereo unspecified)	7	16	13	16
O=C(CSc1nnc(NC2CCCCC2)s1)Nc1ccc(N2CCOCC2)cc1	-48	-22	26	-22
Oc1c(Br)cc(C2N=C(c3ccccc3)NO2)cc1Br (stereo unspecified)	4	-5	32	-5
CCS(=O)(=O)c1ccc2oc(Nc3cc(C)cc(C)c3)nc2c1	-6	-33	24	-33
CC/C(=N/Nc1ccccc1)c1cnnc(-c2ccccc2)n1	-25	-10	-5	-10
CCOC(=O)c1ccc(N2C(=O)CC(N3CCC(O)(c4ccc(Br)cc4)CC3)C2=O)cc1 (stereo unspecified)	-8	10	9	10
COc1ccc(S(=O)(=O)N(C)CC(=O)NCc2ccco2)cc1	14	-2	-1	-2

An excerpt from above with just Yeast growth tox inhibition %:
SMILES | Yeast growth tox inhibition %
Oc1c(Br)cc(C2N=C(c3ccccc3)NO2)cc1Br (stereo unspecified) | -5
CCS(=O)(=O)c1ccc2oc(Nc3cc(C)cc(C)c3)nc2c1 | -33
CC/C(=N/Nc1ccccc1)c1cnnc(-c2ccccc2)n1 | -10

Record cards, from the list above.
Record of Cc1ccc(NC(=O)N2CCC(O)(c3cccnc3)CC2)cc1 : Yeast growth tox: 7; Yeast growth tox inhibition %: 13; eIF2B yeast act: 17; eIF2B yeast act mutant toxicity: 13
Record of CC(CNC(=O)C1CCCCC1C(=O)O)c1ccccc1 (stereo unspecified) : Yeast growth tox: 7; Yeast growth tox inhibition %: 16; eIF2B yeast act: 13; eIF2B yeast act mutant toxicity: 16
Record of CCOc1cc(C(=O)Nc2ncccn2)cc(OCC)c1OCC : Yeast growth tox: 22; Yeast growth tox inhibition %: 3; eIF2B yeast act: 13; eIF2B yeast act mutant toxicity: 3

(cont.)
SMILES	Yeast growth tox	Yeast growth tox inhibition %	eIF2B yeast act	eIF2B yeast act mutant toxicity
O=C1CCC(=O)N1OCCCOc1ccc2c(c1)CCC2	33	-2	24	-2
Cc1nn(-c2cccc(C(F)(F)F)c2)c(Cl)c1/C=N/n1cnnc1	0	0	·	·
O=[N+]([O-])c1ccc(/C=N/Nc2nc(N3CCCCC3)nc(N3CCCCC3)n2)o1	14	27	10	27
Cc1cc(C)cc(N(C(C)C(=O)NC2CCCC2)S(C)(=O)=O)c1 (stereo unspecified)	24	9	·	·
CC1(C)CC2CC(C)(CN2C(=O)COC(=O)c2ccc(Cl)c(N)c2)C1 (stereo unspecified)	-1	16	·	·
Cc1cccc(C(=O)Nc2sc3c(c2C#N)CCCCC3)c1	-9	-17	30	-17
Cc1ccccc1NC(=S)N(CCN(C)C)C(C)c1ccccn1 (stereo unspecified)	37	13	22	13
CCCC(=O)c1cc(F)c(N2CCOCC2)cc1C	7	2	22	2
CCOC(=O)Nc1sc2c(c1C#N)CCC(C)C2 (stereo unspecified)	9	-18	20	-18
Cc1noc(C)c1COc1cccc(C(=O)OCCOc2ccc(F)cc2)c1	-15	-3	-21	-3
COc1cc2c(C(=O)NCCCN3CC(C)CC(C)C3)cn(CC(C)C)c(=O)c2cc1OC (stereo unspecified)	2	-33	18	-33
Cc1cc(-c2[nH]nc3c2C(c2ccsc2)C(C#N)=C(N)O3)c(C)s1 (stereo unspecified)	-2	-6	·	·
COc1ccc(C(=O)Oc2cccnc2)cc1OC	-2	26	-29	26
Cc1ccc(S(=O)(=O)/C(C#N)=C/c2c(N3CCC(C(N)=O)CC3)nc3ccccn3c2=O)cc1	14	16	10	16
CC(C)c1nc2oc3ccccc3c(=O)c2c(=O)n1-c1ccccc1	3	-19	-13	-19
Cc1ccc(C(=O)NCCN2CCCC2)cc1	3	-23	·	·
CN(C)c1ccc(/C=C/c2cc[n+](C)cc2)cc1	1	11	2	11
O=C(OCc1cc2ccccc2[nH]c1=O)C1CCCO1 (stereo unspecified)	5	15	13	15
Cc1ccc(CNC(=O)C(=O)NCC2CCCO2)cc1 (stereo unspecified)	·	·	28	·
CC1CCN(C(=O)CSc2nnc(-c3cc4ccccc4cc3O)n2Cc2ccco2)CC1	-3	-23	9	-23
CCCCS(=O)(=O)/C=C/[C@H]1[C@H](S(=O)(=O)CCCC)[C@H]2C=C[C@@H]1C2	7	-14	24	-14
COCCNC(=O)NC(=O)COC(=O)C12CC3CC(CC(NC(C)=O)(C3)C1)C2	-2	11	26	11
Cc1ccc(C(CC(=O)N2CCOCC2)c2ccco2)cc1 (stereo unspecified)	19	4	-6	4
COc1cc(-c2nnc3sc(Cc4ccccc4)nn23)cc(OC)c1OC	7	-10	9	-10
C=CCC1(O)CC(c2ccco2)NC(c2ccco2)C1CCC (stereo unspecified)	-3	2	-8	2
Cc1ccnc(NC(=O)CSc2cc(=O)n(C)c3ccccc23)c1	-9	-9	12	-9
CCN1CCCC1CN(Cc1cc2cc(C)ccc2[nH]c1=O)C(=O)Nc1ccccc1OC (stereo unspecified)	-4	24	22	24
c1ccc(Cn2c(Nn3cnnc3)nc3ccccc32)cc1	7	0	19	·
COc1ccc(N2CCN(c3ncnc4c3nnn4Cc3ccccc3Cl)CC2)cc1	-33	-4	25	-4
O=C(Nc1ccccc1C(F)(F)F)c1cc(S(=O)(=O)N2CCOCC2)ccc1F	1	8	14	8

Some of these compounds in order of length of the SMILES, lowest first.
SMILES	Yeast growth tox	Yeast growth tox inhibition %	eIF2B yeast act	eIF2B yeast act mutant toxicity
Cc1ccc(C(=O)Nc2ccc3c(c2)CCC3)o1	27	-15	20	-15
COc1ccc2nc(SCC(=O)c3ccco3)[nH]c2c1	20	25	16	25
Cc1ccnc(NC(=O)CSc2cc(=O)n(C)c3ccccc23)c1	-9	-9	12	-9
CCS(=O)(=O)c1ccc2oc(Nc3cc(C)cc(C)c3)nc2c1	-6	-33	24	-33

(list continues)
SMILES	Yeast growth tox	Yeast growth tox inhibition %	eIF2B yeast act	eIF2B yeast act mutant toxicity
CC(NC(=O)CNC(=O)OCc1ccccc1)C(=O)N1CC(O)CC1C(=O)OCc1ccccc1 (stereo unspecified)	12	19	19	19
COC(=O)c1ccc(COn2c(=O)c(C)[n+]([O-])c3ccccc32)cc1	10	-10	0	-10
COc1ccc(S(=O)(=O)N(C)CC(=O)N2CCCCC2)cc1Cl	10	15	-43	15
CN1CCN(c2nc(-c3cccnc3)nc3ccccc23)CC1	12	0	12	·
O=C(OCCN=C1NS(=O)(=O)c2ccccc21)c1ccncc1	-2	13	·	·
O=c1c2c(-c3cccs3)csc2ncn1-n1cccc1	20	28	5	28
Cc1nc(-c2cccc(NC(=O)c3cccs3)c2)cs1	9	31	-22	31
CC1CCCCN1C(=O)CSc1nnc(-c2c[nH]c3ccccc23)o1 (stereo unspecified)	-22	0	5	·
COc1cc(NC(=O)C2CCCN2C(=O)OCc2ccccc2)cc(OC)c1 (stereo unspecified)	-10	-29	4	-29
COc1ccc(OC)c(Nc2cc(C(=O)NCCCN3CCOCC3)c3ccccc3n2)c1	4	26	14	26
Cc1cc2c(cc1C)-c1nnc(-c3ccc4ccccc4n3)n1C(C)(C)C2	-37	5	16	5
CCOC(=O)N1CCN(Cc2oc(CO)cc(=O)c2O)CC1	1	-11	8	-11
Cc1ccc(O)c(-c2cc(-c3ccccc3C)[nH]n2)c1	·	·	-21	·
Cc1cc2cc(CN(CCN3CCOCC3)C(=O)Nc3ccccc3F)c(=O)[nH]c2cc1C	-10	-2	1	-2
COc1ccc2c(c1OC)C(=O)N(c1cccc(C)c1)C2	·	·	43	·
CN1CCN(S(=O)(=O)c2cccc(S(=O)(=O)c3cccc(S(=O)(=O)N4CCN(C)CC4)c3)c2)CC1	36	16	·	·
CCOc1ccccc1C(=O)N1CCC(n2nnc3cc(C(F)(F)F)ccc32)CC1	22	9	29	9
c1ccc(OCc2nc3ccccc3s2)cc1	21	4	16	4
COc1ccc(C(NC(=O)CNC(C)=O)C(=O)Nc2ccc3c(c2)OCCO3)cc1 (stereo unspecified)	2	11	13	11
O=C(Nc1cccc(F)c1)N1CCN(C/C=C/c2ccccc2)CC1	5	23	21	23
CN(C)c1ccc(C(=O)Nc2cc(C(F)(F)F)ccc2-n2cncn2)cc1	-6	-5	-20	-5
Cn1c(-c2c(N)n(C3CCCC3)c3nc4ccccc4nc23)nc2ccccc21	-5	17	-9	17
COc1ccc2cc(CN(Cc3ccco3)Cc3nnnn3C3CCCCC3)c(=O)[nH]c2c1	-3	-9	13	-9
O=C(c1ccco1)N1CCN(S(=O)(=O)c2cccc3nsnc23)CC1	14	19	8	19
O=C(CCN1C(=O)c2ccccc2C1=O)Nc1ccc(S(=O)(=O)N2CCOCC2)cc1	-7	0	-23	·
Cc1ccc2c(=O)cc(C(F)F)oc2c1	15	15	·	·
Cc1ccc2nc(NC(=O)Cc3cccs3)sc2c1	9	-5	·	·
C=CCSc1nccc(-c2cc(Cl)sc2Cl)n1	15	13	25	13
COc1ccccc1CNC(=O)C(=O)NCC1CCCO1 (stereo unspecified)	6	-13	27	-13
Cc1ccc(N(CC(N)=O)C2SC(=O)N(Cc3ccccc3)C2=O)cc1 (stereo unspecified)	15	-4	16	-4
COC(=O)NCC12CC3CC(C1)CC(CNC(=O)OC)(C3)C2	-5	-20	22	-20
Cc1cc(C)nc(SCc2nnc(SCC(=O)Nc3nc(-c4ccccc4)cs3)n2-c2ccccc2)n1	4	7	14	7
O=C(Nc1ccc(CN2CCOCC2)cc1)c1ccccc1F	16	-4	12	-4
COc1ccccc1NC(=O)CSc1nnnn1-c1ccc(C)cc1	5	26	50	26
COc1ccc(C(=O)NCC2OCCc3ccccc32)cc1 (stereo unspecified)	11	16	0	16
O=C1CC(c2ccco2)CC2=C1C=Nc1ccccc1N2 (stereo unspecified)	20	15	23	15
CC(=Nc1cccc(C)c1)c1sc2ccccc2c1O	-10	0	45	·
COc1cccc(-c2nn(C)c3sc(C(=O)N4CCN(c5ccccc5)CC4)cc23)c1	-5	7	10	7
CCC(C(=O)NCc1ccco1)N(Cc1cccs1)C(=O)CNS(=O)(=O)c1ccccc1 (stereo unspecified)	-2	11	·	·
CCc1cc(C)cc(OCCNC(=O)c2ncn[nH]2)c1	14	3	22	3
N#Cc1cc2ccccc2nc1SCC(=O)Nc1ccc(S(=O)(=O)N2CCCC2)cc1	-5	14	13	14
CCn1c(SCC(=O)NCCc2ccc(OC)c(OC)c2)nc2c1c(=O)n(C)c(=O)n2C	16	0	15	·

Compound activity from PubChem.
